# S1P3 ag = S1P3 (human) receptor agonism; Q99500; AID 373; activation, % at 4.5 µM; S1P3 NFAT-BLA reporter cells, FRET ratio; relative to 1 µM S1P, basal subtracted; 60,000 compounds, 0.1% hits;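 active means activation above the screen-wide mean plus 3 SD, cut at about 4.5% in these data, passing the limit was not always enough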; further: some compounds called inactive have numbers as strong as hits
#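 Measure – % activation relative to 1 µM S1P (100%), per plate · System – stable CHO line with human S1P3, Gα16, NFAT-BLA reporter · Timing – cells plated overnight, compound 4 h 37 °C, substrate 2 h RT · Technique – fluorescent BLA substrate, ex 405 nm, em 460/535 nm ratio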
# M1 agonist = M1 muscarinic receptor agonism | 64,000 compounds, 3% hits | B-score at 10 µM | AID 626 | CHO-M1 cells, Fluo-4 calcium fluorescence, agonist mode; hits give high values;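 active means fluorescence rise, raw or as B-score row- and column-corrected plate score, outside the 99.7% band of its plate's samples, either direction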
# TNAP act mid DEA = human TNAP activation, intermediate phosphate acceptor | purified TNAP, CDP-star luminescence, 100 mM DEA, 30 min; hits give high values; scale: 0 levamisole-inhibited, 1 vehicle-only enzyme | activation factor at 20 µM | 64,000 tested, under 10 active;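 active means activation factor of at least 2 at 20 µM, relative to controls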
# Target sequence (P05186 whole entry, looked up): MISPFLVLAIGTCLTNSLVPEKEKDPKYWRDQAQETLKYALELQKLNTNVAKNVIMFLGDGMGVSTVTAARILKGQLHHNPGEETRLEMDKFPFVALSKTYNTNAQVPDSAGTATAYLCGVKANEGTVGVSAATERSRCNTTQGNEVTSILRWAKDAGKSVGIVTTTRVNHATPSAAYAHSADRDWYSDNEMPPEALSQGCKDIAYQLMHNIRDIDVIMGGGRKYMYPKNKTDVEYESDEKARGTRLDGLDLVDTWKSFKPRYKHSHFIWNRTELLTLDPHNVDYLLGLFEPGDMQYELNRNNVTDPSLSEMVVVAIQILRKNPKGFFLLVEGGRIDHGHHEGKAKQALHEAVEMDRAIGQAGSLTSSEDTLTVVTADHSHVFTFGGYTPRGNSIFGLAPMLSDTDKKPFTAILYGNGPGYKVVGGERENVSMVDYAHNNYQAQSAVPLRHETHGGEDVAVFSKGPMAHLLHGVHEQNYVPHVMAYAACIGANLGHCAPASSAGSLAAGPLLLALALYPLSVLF
# Jurkat tox 60K = cytotoxicity toward Jurkat cells; 56,000 compounds, 1.2% hits; AID 463; inhibition, % at 4 µM; Jurkat E6.1 viability, ATP luminescence, 48 h;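 active means inhibition above the mean inhibition of all tested compounds plus 3 SD, cut at about 28% in these data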
# M1 antag = blocks the rat M1 muscarinic receptor response to acetylcholine; P08482; CHO-M1 cells, Fluo-4 calcium, ACh EC80 antagonist mode; hits give low values; B-score at 10 µM; 64,000 compounds, 3.4% hits;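 active means calcium fluorescence response, raw or row-and-column corrected B-score, differing from the plate sample mean either way at a set confidence level, mostly lower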
# Target sequence (P08482 whole entry, looked up): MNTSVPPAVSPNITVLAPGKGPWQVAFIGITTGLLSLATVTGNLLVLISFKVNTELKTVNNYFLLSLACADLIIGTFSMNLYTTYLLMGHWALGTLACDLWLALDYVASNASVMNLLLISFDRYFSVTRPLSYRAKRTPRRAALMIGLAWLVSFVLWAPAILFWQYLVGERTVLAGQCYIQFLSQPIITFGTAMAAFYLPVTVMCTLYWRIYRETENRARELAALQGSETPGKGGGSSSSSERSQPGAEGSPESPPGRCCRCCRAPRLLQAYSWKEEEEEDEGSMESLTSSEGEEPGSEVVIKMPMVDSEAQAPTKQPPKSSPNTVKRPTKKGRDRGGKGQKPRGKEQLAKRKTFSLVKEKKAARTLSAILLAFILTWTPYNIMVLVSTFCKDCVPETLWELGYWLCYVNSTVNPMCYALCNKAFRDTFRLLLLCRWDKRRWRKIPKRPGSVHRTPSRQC
# D1 mod = allosteric modulators of human D1 dopamine receptor | 58,000 compounds, 5.9% hits | HEK293 D1, CRE-luciferase, dopamine EC30 potentiation; actives deviate in either direction | P21728 | B-score at 10 µM;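 active means luminescence count or its row- and column-corrected plate score outside the 99.7% band of the plate's sample wells, on either side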
# HEK293 NFkB inh = inhibitors of the PMA/ionomycin-induced NF-kB reporter in HEK293 cells; inhibition, % at 3 µM; HEK-293 NF-kB luciferase reporter, luminescence; 62,000 compounds, 0.21% hits;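 active means inhibition above the mean of all tested compounds plus 3 SD, cut at about 40% in these data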;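 further: 0% = stimulated DMSO wells and 100% = 10 µM reference inhibitor 5653914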
#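 Material: HEK-293 cells with stable firefly luciferase reporter driven by four HIV NF-kB elements / Also added: PMA plus ionomycin mix as NF-kB-activating stimulus / Compound dosing: 3 µM once, 0.30% DMSO / Times: 1 h pretreatment, 16 h stimulation, 37 °C / Signal: luminescence / Evaluation: per-plate % inhibition versus controls / Benchmarks: DMSO and 10 µM reference inhibitor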
# S1P1 ag-PAM = S1P1 (human) agonism or agonism potentiation | P21453 | S1P1 CRE-bla cells, forskolin, beta-lactamase FRET, potentiator mode; S1P1 agonist co-added at EC20, 2 nM; 100% = saturating reference agonist, 0% = basal | activation, % at 9.5 µM | 56,000 compounds, 0.57% hits | AID 449;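 active means activation above a cutoff set at the mean activation of all tested compounds plus 3 SD, cut at about 54% in these data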;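 further: forskolin at 4 µM as EC80 and the EC20 agonist is SEW2871; 100% = SEW2871 at its EC100 plus forskolin at EC80; some compounds past the cut are filed as inactive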
# Ec RNAP inh = Escherichia coli RNA polymerase inhibition; P0A8V2; E. coli RNA polymerase, fluorescence transcription assay; 62,000 compounds, 0.2% hits; inhibition, %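 (tested at 10 µM)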; in the data active means inhibition above about 20%;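 further: 0% = enzyme without compound and 100% = no enzyme blank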
# * hit, by the source's call; nt = no result given.
# The line under a structure holds: S1P3 ag	M1 agonist	TNAP act mid DEA	Jurkat tox 60K	M1 antag	D1 mod	HEK293 NFkB inh	S1P1 ag-PAM	Ec RNAP inh
CCc1c(C)nc(N)n2c(SCC(=O)N3CCN(c4ccccc4)CC3)nnc12
    -0.7	-0.16	0.9	1	1.7	-1.3	3	-6	3
COc1ccc(N2CCN(C3CC(=O)N(c4ccc5c(c4)OCCO5)C3=O)CC2)cc1 (configuration not stated)
    -1.2	0.32	0.9	-4	0.18	0.79	7	-9	8
CCCCOc1ccc(OCCNS(=O)(=O)N(C)C)cc1
    -0.2	-1.4	0.9	5	-0.53	-0.42	18	-48	6
CCn1c(SCC(=O)OCC(=O)N2c3ccccc3NC(=O)C2(C)C)nnc1-c1ccco1
    -1.0	-0.68	1	1	-0.087	0.072	16	4	nt
COc1cccc(NC(=O)CSc2nnnn2C(C)C)c1
    -0.9	1.1	0.9	-8	-0.017	0.11	7	-20	8
Fc1ccccc1N1CCN(C(c2cccs2)c2nnnn2CCc2ccccc2)CC1 (configuration not stated)
    -0.8	-0.045	1	14	-0.67	-0.55	12	40	-2
CSCCC(NC(=O)c1cc(CC(C)C)oc1C)C(=O)O (configuration not stated)
    0.5	-0.42	0.9	-7	-0.14	-0.41	8	-12	2
CCc1ccc(C=NC23CN4CN(CN(C4)C2)C3)s1
    -1.5	0.15	0.9	-6	0.0046	0.44	4	-4	-6
Cn1c(/N=C/c2ccc3c(c2)OCO3)nc2ccccc21
    -1.7	-0.24	1	1	0.33	-0.3	14	-29	10
S=c1[nH]nc(-c2ccncc2)n1Cc1ccco1
    nt	-0.58	0.8	nt	-0.081	-1.1	11	nt	7
O=c1[nH]c2cc3c(cc2cc1CN(Cc1nnnn1CC1CCCO1)C1CCCCC1)OCO3 (configuration not stated)
    -0.9	3.6*	0.9	8	-0.089	nt	7	15	1
COc1ccc(OC)c2[nH]c(=O)c(CCNC(=O)CC(C)C)cc12
    0.4	-0.3	0.9	-6	0.25	-0.46	10	-30	3
O=C(COC(=O)c1cccs1)NCC1CCCO1 (configuration not stated)
    -0.9	-0.014	0.9	-6	-1.9	-0.44	10	-9	6
CCOCCn1c(SCC(=O)OCc2ccccc2)nc2c1c(=O)[nH]c(=O)n2C
    -0.9	-0.66	0.9	1	0.56	-0.4	12	-4	3
O=C1NC(NS(=O)(=O)c2ccccc2)(C(F)(F)F)C(=O)N1Cc1cccnc1 (configuration not stated)
    -0.6	0.62	1	1	0.88	-0.12	6	-18	7
COC(=O)CSc1nnc(CNC(=O)c2cccs2)n1-c1cccc(C)c1
    0.3	0.73	0.9	-3	-0.22	-0.014	7	17	12
CCSc1nnc(-c2cccc(S(=O)(=O)N(C)C)c2)n1-c1cc(OC)ccc1OC
    -1.2	0.031	0.9	2	-0.19	0.6	14	10	-2
COc1ccc(NC(=O)C2CC(=O)OC2(C)C)cc1 (configuration not stated)
    -0.7	0.96	1	-4	0.038	0.4	7	2	-4
CCN(CC(=O)NC1CCS(=O)(=O)C1)C(=O)C(c1ccccc1)c1ccccc1 (configuration not stated)
    nt	-0.061	0.9	nt	0.35	0.19	16	nt	12
CCN(CC)CC(=O)Nc1ccc2c(c1)Nc1ccccc1CC2
    0.2	2.1	0.9	4	-0.095	-0.52	4	2	11
COc1ccccc1N1CCN(C(=O)C2CCN(S(=O)(=O)c3ccccc3)CC2)CC1
    -1.3	-1.3	1	14	-1.1	-0.4	4	0	-4
CCc1ccc2oc(=O)cc(CN3CCN(c4ccc(F)cc4)CC3)c2c1
    -1.6	-0.19	0.9	11	-0.19	-0.48	13	-6	6
O=C(Nc1cccc2ncccc12)c1cc2ccccc2o1
    -0.7	1.9	1	1	0.0086	-0.8	20	-2	10
Cc1ccc(-n2[nH]c(C)c(/C=N/c3ccccn3)c2=O)cc1
    -0.9	0.22	0.9	27	-0.22	0.19	7	-14	0
Cc1c(C#N)c2ncn(Cc3ccccc3)c(=O)c2n1-c1ccccc1
    -0.1	0.28	0.9	0	-0.013	13*	20	nt	5
O=C1c2ccccc2CN1CCNS(=O)(=O)c1ccc(Cl)cc1
    -1.2	-0.063	0.9	-4	-1.8*	0.23	1	-8	12
Cc1ccc(Cn2nnnc2CN2CCC(O)(c3ccc(F)cc3)CC2)cc1
    -1.1	-0.94	0.9	5	-0.25	0.054	12	-17	7
COc1ccccc1OCC(O)Cn1c(Br)nc2c1c(=O)[nH]c(=O)n2C (configuration not stated)
    0.3	4*	0.9	2	-0.12	-1.4	18	-14	1
O=C(c1cccs1)N1CCN(C2CCCCC2)CC1
    -0.1	-0.6	1	-2	0.32	-0.77	15	-17	7
CCCS(=O)(=O)N1CCC(C(=O)NCCN2CCC(Cc3ccccc3)CC2)CC1
    -0.6	-0.61	1	4	-4.6*	0.055	6	-51	4
O=C1C2C3CCCC3=C3CCCC3C2C(=O)N1c1ccc(F)cc1 (configuration not stated)
    -0.4	-0.03	0.9	6	-1.6	nt	14	15	-6
O=C(O)CNC(=O)c1ccccc1NC(=O)c1ccco1
    0.2	0.63	0.9	0	0.21	-0.15	4	-7	1
CCC1=NC(c2ccc(OC)cc2OC)N(O)C1(C)C (configuration not stated)
    -0.5	0.81	0.9	3	-0.69	-0.11	-6	-26	6
CCOc1ccccc1Oc1coc2cc(O)ccc2c1=O
    -1.1	-2.8	1	1	-0.54	-0.21	5	-3	5
Cc1cccc(C(=O)NC2CC3CCCC(C2)N3C(=O)NC2CCCCC2)c1 (configuration not stated)
    0.2	1.1	1	-5	0	-0.024	8	-37	0
COc1ccc(N(CC(=O)N2CC=C(c3ccccc3)CC2)S(=O)(=O)c2c(C)noc2C)cc1
    -0.6	-0.31	1	-6	-0.055	-0.82	15	-16	8
CCCc1ccc(OCc2ccc(C(=O)N3CCN(c4ccccn4)CC3)o2)c(OC)c1
    -0.3	5.5*	0.9	2	-0.69	-0.075	-13	32	7
O=C(Nn1c(=O)[nH]c2ccsc2c1=O)c1ccccc1
    nt	0.71	1	nt	1	-0.23	7	nt	8
Cc1cc(NC(=O)CN2CCCCCCC2)no1
    -0.9	-0.032	0.9	10	-0.055	nt	3	-30	-3
Cc1ccccc1-c1nnc(-c2ccccc2)o1
    -0.4	0.83	0.9	-3	-0.00065	-1.5	-30	-7	8
CS(=O)(=O)N(CC(=O)N1CCCCC1)c1ccc2c(c1)OCO2
    0.2	-0.65	0.9	-1	-0.84	0.37	17	-9	8
COc1cccc(-c2nnc3n2N=C(C(C)(C)C)CS3)c1
    nt	-0.67	0.9	nt	1.3	nt	50*	nt	-6
Cc1nc2sc(C(c3ccccc3)N3CCN(C(=O)c4ccco4)CC3)c(O)n2n1 (configuration not stated)
    -0.6	-0.72	nt	-5	0.46	0.04	8	13	nt
C=C(C)Cn1c(CCNC(=O)CCC)nc2ccccc21
    nt	2.1	1	nt	-0.24	0.1	16	nt	0
ON1C(c2ccccc2)CC2(O)c3nonc3CCC12 (configuration not stated)
    -0.6	1.6	0.9	0	1.3	-0.39	8	-14	9
CSc1nsc(SC)c1C(=O)NCCNS(=O)(=O)c1ccc(C)cc1
    -0.8	-0.074	nt	-3	-0.86	-0.097	7	-9	nt
O=S(=O)(Nc1nc2ccccc2s1)c1ccc(Br)s1
    -0.1	-1.1	0.9	1	-0.98	-1.1	13	42	4
c1ccc(Oc2nc(Oc3ccccc3)nc(N3CCOCC3)n2)cc1
    -0.2	-1	1	4	-0.43	3.7*	-3	-28	0
CCC(C)NC(=O)Cn1cnc2sc(C)cc2c1=O (configuration not stated)
    -0.6	0.098	nt	0	-0.92	0.69	14	-9	11
CCOc1cc(N2CCOCC2)c(OCC)cc1NC(=O)CSc1cccc[n+]1[O-]
    -0.1	0.9	0.9	-4	-2.1	-0.026	4	-17	13
COc1ccc(/C(CC2(O)C(=O)Nc3ccccc32)=N\O)cc1 (configuration not stated)
    -0.8	0.37	0.9	11	-2.5*	nt	-7	-12	0
CC(C)C(C(=O)C=[N+]=[N-])N1C(=O)c2ccccc2C1=O (configuration not stated)
    -1.1	0.58	0.9	-2	0.26	0.52	20	-3	10
CCc1noc(N)c1C(=O)Nc1ccc(F)c(Cl)c1
    -0.5	-0.34	0.9	-4	0.069	-0.56	5	4	5
CCc1ccccc1NC(=O)c1ccc(F)c(S(=O)(=O)N2CCC(C(N)=O)CC2)c1
    -0.1	-1	0.9	-4	-0.14	-0.62	7	5	3
O=C(NCc1ccc2c(c1)OCO2)C1CC(=O)N(c2ccc(O)cc2)C1 (configuration not stated)
    -1.3	1.3	1	4	1.3	-0.0065	13	-1	5
CCC(=O)Nc1cccc(NC(=O)CSc2nnc(-c3ccc(NS(C)(=O)=O)cc3)n2C)c1
    0.6	-0.37	0.9	-12	0.24	0.0099	2	-16	1
CCOC(=O)N1CCN(CC(O)COc2c(OC)cccc2OC)CC1 (configuration not stated)
    0.7	0.97	0.9	-10	0.26	-0.011	0	-6	6
CCOC(=O)CSc1nnc(N)s1
    -0.5	1.2	0.9	-8	0.61	-0.84	4	-18	nt
COc1cc(C(=O)Nc2ccc(S(=O)(=O)Nc3onc(C)c3C)cc2)cc(OC)c1OC
    -1.5	0.43	1	-2	1.4	-1.6	10	nt	1
COc1ccc(N2CSC3=C(C#N)C(c4cccc(OC)c4OC)CC(=O)N3C2)cc1 (configuration not stated)
    0.3	1.1	0.9	1	-0.043	0.035	2	-23	3

# The listing continues:
# The line under a structure holds: S1P3 ag	M1 agonist	TNAP act mid DEA	Jurkat tox 60K	M1 antag	D1 mod	HEK293 NFkB inh	S1P1 ag-PAM	Ec RNAP inh
O=C(NC1CCCc2ccccc21)C1CCN(c2c3c(nc4ncnn24)CCC3)CC1 (configuration not stated)
    -0.9	-0.58	1	0	1.6	2.3	15	2	8
O=C1c2ccccc2C(O)(c2ncc[nH]2)N1C1CCCCC1 (configuration not stated)
    -1.0	-0.48	0.9	-6	0.24	0.32	14	-12	3
Cn1cccc1Cc1nnc(SCC(=O)Nc2ccccc2F)n1CCc1ccccc1
    -0.5	-0.19	0.9	-1	0.27	0.37	4	21	-11
Cc1ccc(C(=O)Nc2ccc(S(=O)(=O)N3CCN(C)CC3)cc2)o1
    -0.7	-0.68	0.9	-2	-0.0073	-2.6	-3	-4	5
O=C(O)c1cc2sccc2s1
    -3.2	-0.38	0.9	nt	-0.19	0.25	nt	15	4

# Exported tab-delimited: entries from further up
SMILES	S1P3 ag	M1 agonist	TNAP act mid DEA	Jurkat tox 60K	M1 antag	D1 mod	HEK293 NFkB inh	S1P1 ag-PAM	Ec RNAP inh
O=C(O)c1cc2sccc2s1	-3.2	-0.38	0.9	nt	-0.19	0.25	nt	15	4
O=C1c2ccccc2C(O)(c2ncc[nH]2)N1C1CCCCC1 (configuration not stated)	-1.0	-0.48	0.9	-6	0.24	0.32	14	-12	3
Cn1cccc1Cc1nnc(SCC(=O)Nc2ccccc2F)n1CCc1ccccc1	-0.5	-0.19	0.9	-1	0.27	0.37	4	21	-11

# Hits appear at their usual frequency; about 12% have a hit in one of these screens.
